HttQ103 aggreg – mutant huntingtin aggregation inhibition; Potency, µM (highest dose often 46.1 µM), for the others: top-dose activity change, negative = inhibition, actives largely listed as inhibitors; PC12 HttQ103-GFP aggregates, Acumen cytometry, 40 h; 220,000 compounds, 1.1% hits; AID 1688; also: potency is read from the fitted curve at half-maximal effect; % is scaled to controls: 0 for no effect and ±100 for the full control effect; nearly all actives have a fitted effect of over 60% in size
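PC12/HTTQ103-GFP, ecdysone-inducible; teb 100 nM; cpd qHTS titration; GFP aggregates read on laser cytometer, Ex 488/Em 500-530 nm.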
CBFb-RUNX1 inh – inhibitors of human CBF-beta and RUNX1 interaction | AID 1477 | AlphaScreen CBFb-His/RUNX1-biotin binding, biochemical | Potency, µM (highest dose often 59.8 µM), inactives show at the highest dose activity, negative = inhibition, usual class: inhibitors | 230,000 tested, under 10 active; also: % of control where 0% means no effect
Target sequence (Q01196 whole entry, looked up): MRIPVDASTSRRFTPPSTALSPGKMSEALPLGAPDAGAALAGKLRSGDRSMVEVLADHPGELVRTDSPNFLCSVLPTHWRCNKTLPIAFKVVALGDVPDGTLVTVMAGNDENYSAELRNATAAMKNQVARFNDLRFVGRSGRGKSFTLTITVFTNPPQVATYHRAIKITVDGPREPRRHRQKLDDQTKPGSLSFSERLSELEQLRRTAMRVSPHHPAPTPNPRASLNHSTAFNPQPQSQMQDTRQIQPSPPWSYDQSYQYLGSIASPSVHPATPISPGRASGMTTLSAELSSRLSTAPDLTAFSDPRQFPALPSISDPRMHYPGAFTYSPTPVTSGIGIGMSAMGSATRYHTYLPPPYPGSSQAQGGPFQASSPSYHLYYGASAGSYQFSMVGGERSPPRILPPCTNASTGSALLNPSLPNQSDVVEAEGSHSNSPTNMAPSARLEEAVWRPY
Target sequence (Q13951 whole entry, looked up): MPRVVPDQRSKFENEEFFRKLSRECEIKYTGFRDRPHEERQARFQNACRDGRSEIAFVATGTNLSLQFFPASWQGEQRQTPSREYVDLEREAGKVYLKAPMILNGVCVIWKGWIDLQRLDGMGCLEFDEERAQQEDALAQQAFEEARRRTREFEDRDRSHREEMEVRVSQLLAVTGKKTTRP
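His-tagged CBF-beta and biotinylated RUNX1 (30 nM each) were premixed 20 min at room temperature, exposed to compound for 15 min, then given nickel-chelate and streptavidin AlphaScreen beads (50 ng each). After 90 min, AlphaScreen signal was read.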
IMPase Li cell – membrane-permeable IMPase blocker, potentiated with lithium | CHO-M1 cells, IP1 TR-FRET (IP-One), carbachol + lithium | Potency, µM (doses to about 59.4 µM), for inactives: top-dose activity, negative = IMPase inhibition, usual class: inhibitors | 210,000 compounds, 0.35% hits | AID 1457;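 also: IP1 builds up when IMPase is blocked and the TR-FRET signal falls; potency is read from the fitted curve at half-maximal effect; plate controls were basal vehicle for no effect and high inhibitor control for full effect; nearly all actives have a fitted effect of over 50% in size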
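Concentration–response in CHO-M1 cells, lithium-potentiated; 30 min at 37C. IP1 detected by competitive TR-FRET after 10 min lysis at RT. Hill-fitted AC50.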
Luc counter – Kinase-Glo luciferase inhibition (counter-screen); Potency, µM (highest dose often 38.3 µM), for inactives: at the highest dose activity change, negative = inhibition, most hits filed as inhibitors; Q27757; 200,000 compounds, 0.28% hits; Kinase-Glo luciferase, ATP luminescence, 8 min; also: potency is read from the fitted curve at half-maximal effect; % is scaled to controls: 0 for no effect and ±100 for the full control effect; nearly all actives have a fitted effect of over 60% in size
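Inhibition of Kinase-Glo luciferase light generation was assessed at 10 uM ATP in pH 7.2 imidazole buffer, with luminescence measured after eight minutes at ambient temperature.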
NPSR antagonist – neuropeptide S receptor (human) antagonism, cAMP | CHO-NPSR cells, cAMP TR-FRET, antagonist mode | Potency, µM (top dose mostly 38.3 µM), for the others: at the top dose activity change, negative = inhibition, most hits filed as inhibitors | 220,000 compounds, 1% hits | AID 1461; also: potency is read from the fitted curve at half-maximal effect; % is scaled to controls: 0 for no effect and ±100 for the full control effect; nearly all actives have a fitted effect of over 50% in size; many of its hits are not listed in these tables
Target sequence (Q6W5P4 whole entry, looked up): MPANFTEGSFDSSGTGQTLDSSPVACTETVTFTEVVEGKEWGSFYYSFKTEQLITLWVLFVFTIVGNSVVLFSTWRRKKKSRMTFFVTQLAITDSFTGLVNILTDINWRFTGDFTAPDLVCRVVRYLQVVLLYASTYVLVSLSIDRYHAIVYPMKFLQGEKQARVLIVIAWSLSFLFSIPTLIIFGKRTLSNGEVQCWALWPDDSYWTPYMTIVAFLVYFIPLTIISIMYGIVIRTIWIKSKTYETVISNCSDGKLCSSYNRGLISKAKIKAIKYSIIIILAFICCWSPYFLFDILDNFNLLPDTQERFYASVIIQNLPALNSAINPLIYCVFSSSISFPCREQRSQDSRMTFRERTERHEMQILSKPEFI
Lamin A splicing – changes lamin A minigene splicing in HeLa cells | 200,000 compounds, 0.01% hits | Potency, µM (top dose mostly 46.1 µM), for the others: at the highest dose ratio change, negative = inhibition, hits mostly inhibitors | HeLa LMNA splicing GFP/RFP minigene ratio, 48 h | AID 1487; active = well fitted inhibition curve with a large enough effect in the signal ratio, with a control signal flat, not every such curve was filed as active; inconclusive = small, poorly fitted or top-dose-only effect, or effect the other way, or a change in a side signal; the % refers to the signal ratio; also: potency is read from the fitted curve at half-maximal effect; % is scaled to controls: 0 for no effect and ±100 for the full control effect
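S3 HeLa cells stably expressing lamin A-EGFP splicing minigene plus DsRed2, 600 cells/well, 48 h compound exposure at 37C. Laser-scanning cytometry; analysed as GFP (500-530 nm)/RFP (575-640 nm) total intensity ratio; 0.5% DMSO vehicle.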
Epigenetic derep – regulators of epigenetic silencing causing reporter derepression in mouse cells; murine LDR cells, GFP reporter derepression, 30 h; AID 1865; 280,000 compounds, 0.2% hits; Potency, µM (series often up to 53.9 µM), inactives show top-dose GFP activation, actives largely listed as activators; also: potency is read from the fitted curve at half-maximal effect; % of control where 0% means no effect; nearly all actives have a fitted effect of over 60% in size
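In this reporter-derepression format, murine cells bearing a silenced integrated CMV-GFP locus incubate with test compound (30 h, 37 C), then are washed and imaged; fluorescent objects of 20–120 um count as induced cells.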
* marks the source's active call; other numbers are inactive results; ? = inconclusive; . = not tested or not shown; & = joins results of further samples; [ ] = remark or other dose. Unless noted, calls follow the shape of the dose curve; as a rule, active = well fitted curve in the direction sought with a large enough effect; inconclusive = small, poorly fitted or top-dose-only effect, or another doubt; inactive = no such curve, though single readings can be large; an effect the other way counts as inactive or inconclusive. Only part of the results is shown (hit frequency here may not be typical).

1: CC1CCCCN1CCNC(=O)c1cc2c(-c3ccccc3F)nn(C)c2s1 (configuration not stated)
2: CCCCOC(=O)NC1CCS(=O)(=O)C1 (configuration not stated)
3: CCCC1c2ccsc2CCN1C(=S)NC (configuration not stated)
4: CC(C)CCNC(=O)C1CCC(=O)N1C(C)C (configuration not stated)
5: COc1ccccc1N(CC(=O)NCc1ccccc1)S(C)(=O)=O
6: O=C(COC(=O)/C=C/c1ccc(Br)o1)Nc1ccccc1F

compound no.,1,2,3,4,5,6
HttQ103 aggreg,-13.5%,5.3%[9.22 µM],4.8%[9.22 µM],4.1%,-7.2%,13.1%
CBFb-RUNX1 inh,-3.1%,2.4%,23.9%,2.1%,3.2%,-15.9%
IMPase Li cell,11.4%[38.3 µM],-7.9%[38.3 µM],.,-1.3%[38.3 µM],21.5%[38.3 µM],-9.8%
Luc counter,-2.1%,4.1%,.,-0.9%,0.3%,-2.9%
NPSR antagonist,-5.0%[46.1 µM],-9.1%[46.1 µM],-1.2%,-0.9%[46.1 µM],1.0%[46.1 µM],-13.6%
Lamin A splicing,-3.5%,-1.3%,0.6%[46 µM],0.4%,5.4%,0.3%[9.22 µM]
Epigenetic derep,-1.0%,-4.6%,0.0%,-3.3%,0.9%,-1.1%

7: CCOc1ccccc1CNCCN1CCOCC1
8: COCCN(C(=S)Nc1ccc(OC)c(Cl)c1)C1CCN(C(C)C)CC1
9: COc1cc(C(=O)OCC(=O)Nc2cc(C)on2)ccc1OCc1ccccc1Cl
10: O=C(NCc1cccnc1)/C(=C\c1ccc(-c2ccc(Br)cc2)o1)S(=O)(=O)c1ccccc1
11: CCCCc1nc(SCC(=O)Nc2cc(C)on2)n[nH]1
12: O=S(=O)(c1ccccc1C(F)(F)F)N1C=CC(C(F)(F)F)=NCC1

compound no.,7,8,9,10,11,12
HttQ103 aggreg,11.6%,-13.9%,15.4%,1.4%[9.22 µM],-7.8%,0.6%[9.22 µM]
CBFb-RUNX1 inh,1.3%,11.1%,5.3%,?,4.1%,-0.6%
IMPase Li cell,10.3%[38.3 µM],1.8%,-7.9%[38.3 µM],15.7%,2.0%[38.3 µM],.
Luc counter,0.3%,2.7%,-2.3%,1.4%,-0.2%,.
NPSR antagonist,-9.2%[46.1 µM],21.4%,-13.4%[46.1 µM],-51.4%,-1.4%[46.1 µM],0.1%
Lamin A splicing,8.7%,-13.9%[46 µM],19.5%,?,-7.0%,1.4%[46 µM]
Epigenetic derep,0.0%,0.1%,?,2.3%,1.6%,0.0%

An excerpt from above, showing only Luc counter:
no.	molecule	Luc counter
7	CCOc1ccccc1CNCCN1CCOCC1	0.3%
8	COCCN(C(=S)Nc1ccc(OC)c(Cl)c1)C1CCN(C(C)C)CC1	2.7%

Going on with the list.
13: O=S(=O)(c1cc(Cl)sc1Cl)N1CCCC1
14: COC[C@H]1O[C@@H](c2c(OC)cc(OC)cc2OC)[C@H](OC)[C@@H](OC)[C@@H]1OC
15: O=C1NC(=Nc2ccccc2)CS1
16: CCCCOc1ccc(-c2cn3ccccc3n2)cc1[N+](=O)[O-]
17: N#Cc1c(CSCC(=O)O)cc(=O)n2c1[nH]c1ccccc12
18: Cc1ccc(C)c(NC(=S)c2ccc3ccccc3n2)c1

compound no.,13,14,15,16,17,18
HttQ103 aggreg,-8.4%[9.22 µM],.,-17.3%[9.22 µM],-2.2%,5.1%[9.22 µM],21.9%
CBFb-RUNX1 inh,1.6%,-4.3%,8.2%,-5.3%,18.7%,.
IMPase Li cell,.,54.7%[activator],.,8.9%,.,20.1%
Luc counter,.,-3.2%,.,?,.,0.0%
NPSR antagonist,-13.1%,.,15.4%,-22.8%,-15.0%,-24.9%
Lamin A splicing,6.2%[46 µM],.,.,?,17.6%[46 µM],?
Epigenetic derep,1.1%,1.1%,-3.1%,3.1%,1.1%,0.1%

19: COc1ccc(C2=NN(CN3C(=O)C(=O)c4ccccc43)C(c3ccc(OC)cc3)C2)cc1 (configuration not stated)
20: COC(=O)/C(C#N)=C\c1c(OC)[nH]c2ccccc12
21: CC(=O)Nc1ccc(Oc2nc(C)cc(C)n2)cc1
22: O=C(O)c1cc2n(n1)CCN(Cc1ccccc1Cl)C2=O
23: O=C(Nc1ccc(N2CCN(C(=O)c3cccs3)CC2)c(Cl)c1)c1cccnc1
24: CN1C2CCC1/C(=C\c1ccccc1F)C(=O)/C2=C/c1ccccc1F

compound no.,19,20,21,22,23,24
HttQ103 aggreg,-6.1%,-12.0%[9.22 µM],3.5%,-4.2%,?,29.0%
CBFb-RUNX1 inh,1.4%,-3.0%,-1.3%,-15.9%,3.6%,2.4%
IMPase Li cell,6.4%,.,17.6%[38.3 µM],-7.8%,11.3%,18.7%
Luc counter,0.8%,.,-4.5%,9.7%,-2.3%,-1.3%
NPSR antagonist,-15.4%,-8.6%,9.9%[46.1 µM],13.1%,-12.0%,-23.8%
Lamin A splicing,?,.,-3.6%,2.5%[46 µM],?,-15.5%
Epigenetic derep,-1.0%,-1.2%,-1.0%,1.1%,-1.5%,0.0%

25: O=c1c2ccccc2sn1-c1cc(S(=O)(=O)N2CCOCC2)ccc1N1CCOCC1
26: Cc1cc(=O)n(C)c(=O)n1CCCNc1ccccc1
27: CC(C)CCNC(=O)C(C)N(Cc1ccc(F)cc1)C(=O)c1ccc(CN2CCOCC2)o1 (configuration not stated)
28: CC(C)NC[C@H](O)COc1cccc2ccccc12
29: Cc1ccc(-n2c(Cc3cccs3)nnc2SCC(=O)Nc2ccc(F)c(F)c2)cc1
30: COc1cc(OC)nc(NC(=O)CCl)n1

compound no.,25,26,27,28,29,30
HttQ103 aggreg,.,?,-10.7%[9.22 µM],.,8.6%,-6.3%
CBFb-RUNX1 inh,-1.4%,1.8%,2.6%,-1.1%,-2.9%,1.5%
IMPase Li cell,24.8%[38.3 µM],41.4%[activator][38.3 µM],8.0%,-43.6%&-5.0%&4.6%,1.8%[38.3 µM],-4.4%[38.3 µM]
Luc counter,-11.6%,-4.5%,1.9%,3.5%,-3.5%,1.9%
NPSR antagonist,?,-4.6%[46.1 µM],3.5%,.,?,2.9%[46.1 µM]
Lamin A splicing,?,?,.,.,-5.4%,-1.1%
Epigenetic derep,1.1%,0.0%,7.1%,5.3%&0.0%&-2.7%,1.2%,-4.3%

Part of the list above in order of SMILES length, largest number first:
19: COc1ccc(C2=NN(CN3C(=O)C(=O)c4ccccc43)C(c3ccc(OC)cc3)C2)cc1 (configuration not stated)
29: Cc1ccc(-n2c(Cc3cccs3)nnc2SCC(=O)Nc2ccc(F)c(F)c2)cc1
23: O=C(Nc1ccc(N2CCN(C(=O)c3cccs3)CC2)c(Cl)c1)c1cccnc1
24: CN1C2CCC1/C(=C\c1ccccc1F)C(=O)/C2=C/c1ccccc1F
20: COC(=O)/C(C#N)=C\c1c(OC)[nH]c2ccccc12
22: O=C(O)c1cc2n(n1)CCN(Cc1ccccc1Cl)C2=O
21: CC(=O)Nc1ccc(Oc2nc(C)cc(C)n2)cc1
28: CC(C)NC[C@H](O)COc1cccc2ccccc12

compound no.,19,29,23,24,20,22,21,28
HttQ103 aggreg,-6.1%,8.6%,?,29.0%,-12.0%[9.22 µM],-4.2%,3.5%,.
CBFb-RUNX1 inh,1.4%,-2.9%,3.6%,2.4%,-3.0%,-15.9%,-1.3%,-1.1%
IMPase Li cell,6.4%,1.8%[38.3 µM],11.3%,18.7%,.,-7.8%,17.6%[38.3 µM],-43.6%&-5.0%&4.6%
Luc counter,0.8%,-3.5%,-2.3%,-1.3%,.,9.7%,-4.5%,3.5%
NPSR antagonist,-15.4%,?,-12.0%,-23.8%,-8.6%,13.1%,9.9%[46.1 µM],.
Lamin A splicing,?,-5.4%,?,-15.5%,.,2.5%[46 µM],-3.6%,.
Epigenetic derep,-1.0%,1.2%,-1.5%,0.0%,-1.2%,1.1%,-1.0%,5.3%&0.0%&-2.7%

30: COc1cc(OC)nc(NC(=O)CCl)n1

compound no.,30
HttQ103 aggreg,-6.3%
CBFb-RUNX1 inh,1.5%
IMPase Li cell,-4.4%[38.3 µM]
Luc counter,1.9%
NPSR antagonist,2.9%[46.1 µM]
Lamin A splicing,-1.1%
Epigenetic derep,-4.3%

The list goes on.
31: O=C(O)c1[nH]c2ccc(Br)cc2c1CCN1C(=O)c2cccc([N+](=O)[O-])c2C1=O
32: Oc1ccc(-c2nnc(SCC3CCCCC3)o2)cc1
33: CCc1ccc(NC(=O)c2cc(-c3ccc(OC)cc3)on2)cc1
34: Cc1ccc(C2(c3noc(CN4CCOCC4)n3)CCCC2)cc1
35: O=C(N/N=C/c1ccco1)c1cc(-c2ccccc2)n[nH]1
36: CCC(C)N(C)C1CCN(C(=S)Nc2ccc(OC)cc2)CC1 (configuration not stated)

compound no.,31,32,33,34,35,36
HttQ103 aggreg,-13.8%[9.22 µM],-20.2%,17.1%[9.22 µM],-9.9%,18.4%,10.1%
CBFb-RUNX1 inh,-2.7%,4.4%,16.1%,-0.5%,-2.8%,-7.6%
IMPase Li cell,.,3.0%[38.3 µM],-17.3%[38.3 µM],8.7%,2.8%,15.3%
Luc counter,.,12.5%,2.7%,1.5%,0.5%,-0.9%
NPSR antagonist,2.1%,?,-6.1%[46.1 µM],10.7%,-18.4%,19.7%
Lamin A splicing,.,?,4.1%,.,-7.6%,.
Epigenetic derep,-1.3%,-1.9%,-7.6%,0.2%,-1.0%,-1.2%

Screening results: PubChem BioAssay, National Center for Advancing Translational Sciences (NCATS)
